MITF primary: inhibitors of human MITF; O75030; AlphaScreen MITF homodimerization, bead proximity signal; inhibition, % at 2.6 µM; actives 0.91% (n = 650,000); in the data active = inhibition above about 50%;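 note: 0% = vehicle wells with protein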
TEAD-YAP inh: TEAD-YAP interaction inhibition; AID 1259422; actives 1.4% (n = 640,000); inhibition, % at 9.12 µM; HEK-TIYL cells, TEAD-Gal4/YAP UAS-luciferase luminescence; in the data active = inhibition above about 32%;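 note: 0% = median of test compound wells and 100% = reference inhibitor wells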
FBW7 activator: activators of human E3 ligase FBW7; AlphaScreen FBW7–phospho-cyclin E peptide binding, activator screen; normalized activity (activation), % at 26.1 µM; actives 0.13% (n = 650,000); in the data active = normalized activity above about 1.9%;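 note: purified mutant Fbw7 with reduced substrate affinity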
Target sequence (Q969H0 whole entry, looked up): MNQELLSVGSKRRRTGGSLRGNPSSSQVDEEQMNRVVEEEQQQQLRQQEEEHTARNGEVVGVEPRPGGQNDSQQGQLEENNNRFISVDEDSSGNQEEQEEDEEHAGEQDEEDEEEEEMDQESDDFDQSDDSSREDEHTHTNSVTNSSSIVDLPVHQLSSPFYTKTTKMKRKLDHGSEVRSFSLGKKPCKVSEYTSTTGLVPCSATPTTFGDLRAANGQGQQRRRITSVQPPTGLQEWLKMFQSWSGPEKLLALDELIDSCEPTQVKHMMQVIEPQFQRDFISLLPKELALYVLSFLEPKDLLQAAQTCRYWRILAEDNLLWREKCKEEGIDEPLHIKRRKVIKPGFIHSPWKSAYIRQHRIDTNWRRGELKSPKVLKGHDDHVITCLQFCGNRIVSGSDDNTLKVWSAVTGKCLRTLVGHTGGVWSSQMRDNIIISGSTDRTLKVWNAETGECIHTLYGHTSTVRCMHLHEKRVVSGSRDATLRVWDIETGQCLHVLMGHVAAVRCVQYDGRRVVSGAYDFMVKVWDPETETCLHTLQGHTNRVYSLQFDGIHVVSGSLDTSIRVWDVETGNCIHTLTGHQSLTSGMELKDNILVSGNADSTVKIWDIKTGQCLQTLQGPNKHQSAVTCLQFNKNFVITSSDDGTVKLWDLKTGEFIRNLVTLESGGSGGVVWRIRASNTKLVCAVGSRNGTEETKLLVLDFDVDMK
GPR151 activ: human GPR151 activation. PathHunter beta-arrestin GPR151 cells, luminescence. activation, % at 11.2 µM. actives 1% (n = 650,000). AID 1508602; in the data active = activation above about 4.9%;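 note: 0% = median of compound wells and 100% = cells with positive control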
Target sequence (Q8TDV0 whole entry, looked up): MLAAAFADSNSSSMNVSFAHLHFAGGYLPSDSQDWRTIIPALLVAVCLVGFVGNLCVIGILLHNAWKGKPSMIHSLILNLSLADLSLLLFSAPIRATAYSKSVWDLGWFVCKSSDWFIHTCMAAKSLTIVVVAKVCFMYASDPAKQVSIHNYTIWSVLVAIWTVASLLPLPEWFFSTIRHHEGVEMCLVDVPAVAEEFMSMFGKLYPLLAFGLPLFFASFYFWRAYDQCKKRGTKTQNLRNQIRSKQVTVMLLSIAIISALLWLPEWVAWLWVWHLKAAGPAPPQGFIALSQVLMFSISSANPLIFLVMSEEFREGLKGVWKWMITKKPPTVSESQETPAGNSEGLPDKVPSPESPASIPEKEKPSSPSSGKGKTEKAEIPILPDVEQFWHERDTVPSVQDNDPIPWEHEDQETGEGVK
The depositor's hits bear a star.

SMILES	MITF primary	TEAD-YAP inh	FBW7 activator	GPR151 activ
Cc1ccc(NC(=O)c2cccs2)cc1NC(=O)c1cnccn1	5	5	0.0	5.9*
COc1ccc(N2CC(C(=O)NCCc3ccc(Cl)cc3)CC2=O)cc1 (stereo unspecified)	4	14	0.0	-0.5
COc1ccccc1C(CCN(Cc1ccc(Cl)cc1)C(=O)c1ccco1)c1ccc2c(c1)OCO2 (stereo unspecified)	13	2	0.1	-1.0
COc1ccc(C(=O)C(=O)c2ccc(OC)c([N+](=O)[O-])c2)cc1[N+](=O)[O-]	-4	4	-0.3	0.4
N/C(Cc1ccc([N+](=O)[O-])cc1)=N\OC(=O)Cc1ccccc1	7	0	0.1	-1.1
Cc1ccc(NC(=O)NCc2nc3ccccc3n2C)cc1	7	-3	0.1	-0.2
Cc1noc(C)c1-c1nc2ncnc(NCCN3CCOCC3)c2[nH]1	21	5	-0.1	-0.2
O=C(O)C(CS(=O)(=O)Cc1ccccc1)N1Cc2ccccc2C1=O (stereo unspecified)	-10	6	-0.1	-0.3
O=C1C2C3c4ccccc4C(c4ccccc43)C2C(=O)N1Nc1ccccc1 (stereo unspecified)	6	6	0.6	0.9
CC(C)CCn1c(=O)c2sccc2n2c(CCCC(=O)O)nnc12	14	1	0.5	5.2*
CC1(C)CC(O)(C#CC#CC2(O)CC(C)(C)NC(C)(C)C2)CC(C)(C)N1	8	2	0.7	0.0
NC(=O)C1CCC(Nc2nccc(-c3ccccc3)n2)CC1 (stereo unspecified)	8	-25	0.3	0.2
COc1cc(C2CC(=O)NC(SC)=C2C#N)ccc1OCc1ccccc1 (stereo unspecified)	14	6	0.4	-0.1
CC(=O)Nc1ccc(NC(C)=O)c(NC2OC(CO)C(O)C2O)c1 (stereo unspecified)	-2	11	0.0	0.9
NC(=S)NC(=O)c1ccc(Cl)cc1	18	-6	0.4	-1.9
Cc1ccc(C(=O)NCCc2c(C)[nH]c3ccccc23)cc1	23	-20	0.3	-0.9
Clc1ss/c(=N\c2ccccn2)c1Cl	8	11	-0.1	1.9
COc1ccccc1CNC(=O)c1cnccn1	-10	5	-0.4	0.7
CCOC(=O)c1cc(-c2ccccc2)sc1NC(=O)C(Cl)Cl	-1	-5	-0.1	0.7
CCOc1ccc(C(=O)O/N=C(\N)c2ccncc2)cc1OCC	-7	3	0.1	-1.2
CCC(C(=O)N1CCOCC1)n1nc(C)n2c(cc3cc(C)ccc32)c1=O (stereo unspecified)	-13	-3	0.1	0.2
CCc1ccccc1N(CC(=O)N1CCN(c2cc(Cl)ccc2C)CC1)S(C)(=O)=O	8	2	-0.2	-1.4
O=[N+]([O-])c1ccccc1-c1nc2ccccc2[nH]1	3	-18	-0.1	-0.5
CCC1S/C(=N\N=C\c2ccc(OC)c(OC)c2)NC1=O (stereo unspecified)	-4	-48	-0.1	1.5
O=C(O)c1c[nH]c2ccc(S(=O)(=O)N3CCCCC3)cc2c1=O	15	0	0.0	-0.6
Cc1cc(C)cc(NC(=O)Cn2c(=O)n(CCC(C)C)c(=O)c3cccnc32)c1	6	15	0.9	-2.0
O=C(Nc1ccc(Cc2ccc(NC(=O)C3CC3)c(O)c2)cc1O)C1CC1	-176	-1	0.2	-2.0
COc1ccccc1/C=N/NC(=O)c1n[nH]c2c1CCCC2	3	-29	-0.2	-2.2
Cc1ccc(-n2c(SCC(=O)N3CCCCC3)nnc2-c2cccnc2)c(C)c1	-4	-5	0.0	0.5
COc1ccc2c(c1)OC/C2=N\O	14	-10	0.2	-2.1
O=C(NC(C(=O)Nc1cccc(Cl)c1)c1ccccc1)c1ccccc1 (stereo unspecified)	-1	-14	0.4	-0.4
COc1ccc(S(=O)(=O)N(CCc2ccccc2)CC(=O)NC(C)(C)C)cc1	2	8	-0.1	1.1
O=C(Nc1cc(Cl)ccc1O)c1ccc(Br)cc1	5	-27	0.1	-1.3
CC(=O)N1CCOc2cc(S(=O)(=O)N3CCC(C(N)=O)CC3)c(Cl)cc21	4	0	0.2	1.4
CN1CCN(C(=O)c2ccc(-c3ncc(C(=O)NCc4nc5ccccc5[nH]4)s3)cc2)CC1	10	-5	0.0	1.3
CSc1ccccc1C(=O)Nc1nc2cc(C)c(C)cc2s1	0	-10	-0.1	0.2
O=C(N/N=C/c1ccc([N+](=O)[O-])cc1)C(=O)Nc1ccccc1	2	-17	0.0	-0.1
CCOc1ccc(N2C(=O)c3nccnc3C2=O)cc1	-3	-5	0.5	-0.4
O=C(O)CC1C(=O)NCCN1Cc1ccoc1 (stereo unspecified)	-26	0	-0.1	-0.8
CC(C)(C)NC(=O)COC(=O)c1cc(F)c(F)cc1Cl	11	8	0.1	-2.6

3 structures already listed, sorted by molecular weight, lowest first.
SMILES	MITF primary	TEAD-YAP inh	FBW7 activator	GPR151 activ
O=C(O)CC1C(=O)NCCN1Cc1ccoc1 (stereo unspecified)	-26	0	-0.1	-0.8
CC(=O)N1CCOc2cc(S(=O)(=O)N3CCC(C(N)=O)CC3)c(Cl)cc21	4	0	0.2	1.4
CN1CCN(C(=O)c2ccc(-c3ncc(C(=O)NCc4nc5ccccc5[nH]4)s3)cc2)CC1	10	-5	0.0	1.3

The results go on:
SMILES	MITF primary	TEAD-YAP inh	FBW7 activator	GPR151 activ
Cc1cccc(/C=C2/NC(=O)N(CC(=O)Nc3cccc(C)c3)C2=O)c1	4	2	0.2	0.3
CCOC(=O)C1CCN(C(=O)c2c(Cl)cccc2Cl)CC1	-1	-8	-0.2	1.4
O=S(=O)(c1ccc(F)cc1)N1CCN(CCCc2ccccc2)CC1	44	3	0.0	5.4*
CCN1CCN(C(c2cccs2)C(C)NS(=O)(=O)c2ccc(F)cc2)CC1 (stereo unspecified)	6	-9	0.1	0.4
CC1CCCCN1C(=O)CCc1nc(-c2ccc(Cl)cc2)no1 (stereo unspecified)	-1	-16	-0.1	6.7*
CC(C)(C)NC(=O)N1CCC(C(=O)NC(c2ccccc2)c2ccccn2)CC1 (stereo unspecified)	-3	-6	-0.3	0.9
Cc1ccc(S(=O)(=O)NCCCCNS(=O)(=O)c2ccc(C)cc2)cc1	7	-2	0.0	0.2
Cc1c(C(=O)Nc2cnc3ccccc3c2)sc2ncn(Cc3ccccc3Cl)c(=O)c12	9	-8	0.2	-0.7
O=C(Nc1c(O)c2ccccc2oc1=O)c1ccccc1F	2	-14	0.1	0.5
COc1ccc2nc(SCC(=O)Nc3cccc(C(C)=O)c3)c(C#N)cc2c1	9	-2	-0.1	0.2
Cc1cc(C(=O)Nc2cc(C(F)(F)F)ccc2Cl)no1	-5	8	0.4	-0.1
COc1ccc(Cc2noc(/C=C/c3ccc(C)cc3)n2)cc1OC	5	-19	0.2	-0.1
Cc1sc2nc(C3CC3)n(C3CCN(C(=O)c4ccccn4)CC3)c(=O)c2c1C	-13	-31	0.5	6.5*
O=C(CSc1nnnn1-c1ccccc1)NNC(=O)c1ccc(Br)cc1	-5	-1	0.1	-0.8
CCOc1ccc(S(=O)(=O)NCCCc2ccc(N(C)C)cc2)cc1F	3	6	-0.8	0.3
Cc1cc(C)cc(N(CC(=O)NC(C)C)C(=O)CCC(=O)Nc2ccccn2)c1	2	1	0.0	-0.1
CCC(Sc1nncn1C)C(=O)Nc1nc2ccccc2s1 (stereo unspecified)	16	-22	0.1	-0.8
COc1cc(/C=C2/SC(=Nc3ccccc3)N(C3CCCCC3)C2=O)c(Br)c(Br)c1O	3	-2	0.0	-0.6
O=C(Cc1ccccc1)NC(c1ccc(Cl)cc1)c1ccc2cccnc2c1O (stereo unspecified)	-2	83*	-1.2	-0.1
CCc1n(CC)c2ccccc2[n+]1CC(O)COc1ccccc1OC (stereo unspecified)	42	-2	0.0	-0.4
O=C(O)CO/N=C/c1ccccc1Br	-1	-1	-0.1	1.8
CCC(C)NC(=O)c1cc(-c2ccc(Br)cc2)on1 (stereo unspecified)	10	-66	0.2	-0.4
Cc1ccc(-c2cc3c(=O)n(Cc4ccc(Cl)cc4)ccn3n2)cc1	-21	0	-0.2	-1.6
O=C(NCC1COc2ccccc2O1)c1cc(Cl)cc(Cl)c1 (stereo unspecified)	1	-25	0.2	-0.3
Cc1ccc2c(Cl)c(C(=O)Nc3ncccn3)sc2c1	3	51*	0.6	-3.9
Cn1cc([N+](=O)[O-])c(C(=O)c2cccc([N+](=O)[O-])c2)n1	-17	-2	-0.2	-0.6
O=C(c1nc2ccccn2c1CN1CCN(Cc2cccnc2)CC1)N1CCOCC1	-2	-1	0.5	0.3
O=C(Nc1cc(-c2cccs2)nn1CCO)c1ccccc1F	-2	-5	0.1	-0.1
O=c1cc(CSc2nc(NCC3CCCO3)c3ccccc3n2)nc2ccc(Cl)cn12 (stereo unspecified)	6	1	0.2	1.1
O=C(COc1cc(F)ccc1[N+](=O)[O-])Nc1cccc(Br)c1	-3	-11	0.0	-0.9
COc1cccc(N=CC=C2OC(C)(C)C(C)(C)O2)c1	10	10	0.1	-0.6
O=C(NC1CC1)c1ccc(-c2nc(Nc3ccc(N4CCOCC4)cc3)c3[nH]cnc3n2)cc1	-3	-14	-0.2	-1.7
COC(=O)C1=C(C)NC2=C(C(=O)CC(C)(C)C2)C1c1ccccc1C(F)(F)F (stereo unspecified)	-8	14	-0.1	1.1
COC(=O)c1ccc(/C=N\NC(=O)c2c(C)nc3sccn23)cc1	14	8	0.1	0.6
COc1cc(C(=O)OCc2ccccc2C#N)ccc1OC(F)F	5	-3	0.8	0.7
COc1cc(-c2nnc(CSc3nc(N)cc(N)n3)o2)cc(OC)c1OC	-2	-5	-0.1	0.5
O=C(c1ccc(Cl)c(Cl)c1)N1CCN(c2ccc([N+](=O)[O-])c(N3CCCC3)c2)CC1	14	11	0.2	-0.6
Cc1ccnc(NS(=O)(=O)c2ccc(NC(=O)c3ccccc3C(=O)O)cc2)n1	-1	-5	-0.1	0.0
CCOC(=O)C1=C(c2ccccc2)N=c2s/c(=C\c3cn(CCOc4ccccc4F)c4ccccc34)c(=O)n2C1c1cccs1 (stereo unspecified)	-6	6	-0.1	3.8
CCSc1n[nH]c(C)c1[N+](=O)[O-]	7	-3	0.2	-0.2
O=C1c2ccc3c4c(ccc(c24)C(=O)N1c1ccc(Cl)cc1)CC3	-2	-1	0.1	1.0
Oc1ccccc1/C=N/Nc1ncc(Cl)cc1Cl	38	-1	0.5	0.1
Cc1ccc(NC(=O)CN2CCCC2)cc1	19	-8	0.4	-0.4
COc1ccc(NS(=O)(=O)c2ccccc2)c(OC)c1	-7	5	0.0	-2.4
Cc1nc2nc(=S)[nH]n2c(C)c1Cc1cccc(Cl)c1	2	-6	-0.1	-2.5
O=C(CSc1nnc(-c2cccs2)n1CC1CCCO1)NC1CCCC1 (stereo unspecified)	14	-20	0.1	-0.8
CC(C(=O)N1CCCC(c2nc3ccccc3c(=O)[nH]2)C1)N1CCCC1 (stereo unspecified)	1	-8	-0.1	0.8
Cc1c(Cl)cccc1NC(=S)N1CCN(C(=O)c2ccco2)CC1	9	11	-0.1	1.1
Cc1ccc(N2CCN(C(=O)CC(C)(C)CC3=NS(=O)(=O)c4ccccc4N3)CC2)c(C)c1	7	47*	0.0	-0.3
Nc1c(C(=O)Nc2ccccc2)sc2cc([N+](=O)[O-])cc(Sc3ccccc3)c12	1	-1	-0.2	-0.1

15 entries out of the list, sorted by heavy-atom count, rising.
SMILES	MITF primary	TEAD-YAP inh	FBW7 activator	GPR151 activ
CCSc1n[nH]c(C)c1[N+](=O)[O-]	7	-3	0.2	-0.2
Cc1ccc(NC(=O)CN2CCCC2)cc1	19	-8	0.4	-0.4
Oc1ccccc1/C=N/Nc1ncc(Cl)cc1Cl	38	-1	0.5	0.1
COc1cccc(N=CC=C2OC(C)(C)C(C)(C)O2)c1	10	10	0.1	-0.6
O=C(COc1cc(F)ccc1[N+](=O)[O-])Nc1cccc(Br)c1	-3	-11	0.0	-0.9
O=C1c2ccc3c4c(ccc(c24)C(=O)N1c1ccc(Cl)cc1)CC3	-2	-1	0.1	1.0
O=C(CSc1nnc(-c2cccs2)n1CC1CCCO1)NC1CCCC1 (stereo unspecified)	14	-20	0.1	-0.8
COc1cc(-c2nnc(CSc3nc(N)cc(N)n3)o2)cc(OC)c1OC	-2	-5	-0.1	0.5
COC(=O)C1=C(C)NC2=C(C(=O)CC(C)(C)C2)C1c1ccccc1C(F)(F)F (stereo unspecified)	-8	14	-0.1	1.1
Nc1c(C(=O)Nc2ccccc2)sc2cc([N+](=O)[O-])cc(Sc3ccccc3)c12	1	-1	-0.2	-0.1
O=C(c1ccc(Cl)c(Cl)c1)N1CCN(c2ccc([N+](=O)[O-])c(N3CCCC3)c2)CC1	14	11	0.2	-0.6
O=c1cc(CSc2nc(NCC3CCCO3)c3ccccc3n2)nc2ccc(Cl)cn12 (stereo unspecified)	6	1	0.2	1.1
Cc1ccc(N2CCN(C(=O)CC(C)(C)CC3=NS(=O)(=O)c4ccccc4N3)CC2)c(C)c1	7	47*	0.0	-0.3
O=C(NC1CC1)c1ccc(-c2nc(Nc3ccc(N4CCOCC4)cc3)c3[nH]cnc3n2)cc1	-3	-14	-0.2	-1.7
CCOC(=O)C1=C(c2ccccc2)N=c2s/c(=C\c3cn(CCOc4ccccc4F)c4ccccc34)c(=O)n2C1c1cccs1 (stereo unspecified)	-6	6	-0.1	3.8

Next part:
SMILES	MITF primary	TEAD-YAP inh	FBW7 activator	GPR151 activ
Cc1cc(C)c2c(CC(=O)N(CC#N)CC#N)coc2c1	2	12	0.2	0.3
O=[N+]([O-])c1ccc(CN2CCN(c3ncccn3)CC2)cc1	37	2	0.1	-1.5
CCCc1cc(=O)oc2c(C)c(OC(C)C(=O)O)ccc12 (stereo unspecified)	-5	8	-0.1	-0.4
Cc1cc(C)n2nc(C(=O)N3CCCC3c3nc4ccccc4s3)nc2n1 (stereo unspecified)	2	6	0.1	3.7
CC(C)[C@H](NC(=O)c1ccccc1F)C(=O)OCC(=O)Nc1sccc1C(N)=O	4	8	0.2	-0.4

Assay outcomes deposited in PubChem by The Scripps Research Institute Molecular Screening Center.
